PKA-R1A act = activators of PKA-R1A complex. actives 0.083% (n = 340,000). P00514+P68181. activation, % at 11.4 µM. PKA-R1A dissociation, Cy5-IP20 fluorescence polarization; scaled: DMSO 0%, 113 µM cGMP 100%;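 active means percent activation above the mean of all tested compounds plus 3 SD, cut at about 19% in these data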;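 further: higher means more PKAc released from R1A so a rise in polarization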
MOR-DOR inv ag = inverse agonist of human OPRM1-OPRD1 heterodimerization; P35372+P41143; cell-based MOR-DOR heterodimer luminescence, inverse agonism; inhibition, % at 9.3 µM; actives 0.21% (n = 340,000); AID 504357; in the data active means inhibition above about 22%, passing the limit was not always enough;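 further: 0% = cells with DMSO and 100% = wells without cells with DMSO; values of inactives mirror those of a sister screen read the other way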
SUMO Mot1 rescue = inhibitors of SUMOylation pathway: yeast Mot1-301 growth rescue | AID 2716 | actives 1% (n = 320,000) | S. cerevisiae Mot1-301 growth rescue, ATP luminescence, 38.5C; percent above DMSO median, 100 means doubled | growth rescue, % at 18.8 µM;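 active means every valid replicate shows activation above 250% relative to neutral control wells; inactive means the rest, any valid replicate at or below 250%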;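 further: OY570 slx delta 5 strain wells were the positive control but not used for scaling; some compounds called inactive have numbers as strong as hits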
phage Ecoli inh = E. coli growth loss with phage present; growth absorbance; inhibition, % at 11.9 µM; actives 0.26% (n = 360,000); AID 651602; in the data active means inhibition above about 11%
Tat transport = blocks Tat-dependent protein export in E. coli. E. coli MC4100 TorA-mCherry Tat export, fluorescence. inhibition, % at 10 µM. actives 0.036% (n = 340,000). AID 488895;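 active means mean replicate inhibition at least 50% and at least half of replicates individually reaching 50%; inconclusive means only one of the two criteria met; inactive means neither criterion met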;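 further: exported cargo escapes ClpAP degradation while cytoplasmic cargo is degraded and loses fluorescence; 0% = median of neutral control wells and 100% = median of NaSCN control wells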
E coli growth = bacterial growth inhibition, counter-screen for AddAB inhibitors; E. coli V3065 growth, OD600 absorbance, 18 h; inhibition, % at 11.9 µM; actives 0.27% (n = 330,000); AID 449728;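 active means inhibition above the campaign's mean inhibition across all tested compounds plus 3 SD, cut at about 9.9% in these data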;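 further: uninfected addAB+ strain grown without phage in ampicillin broth; 0% = DMSO wells and 100% = ciprofloxacin 0.95 µg/ml wells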
AddAB inh = less growth of phage-infected E. coli with AddAB | E. coli expressing H. pylori AddAB, absorbance growth | inhibition, % at 11.9 µM | actives 0.29% (n = 330,000) | AID 435030; in the data active means inhibition above about 12%;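 further: 0% = vehicle wells of infected cells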
MOR-DOR ag = agonists of human mu-delta opioid receptor heterodimerization | P35372+P41143 | cells, OPRM1-OPRD1 heterodimerization, luminescence | activation, % at 9.3 µM | actives 0.3% (n = 340,000) | AID 504326; in the data active means activation above about 18%;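 further: 0% = vehicle-treated cells and 100% = reference agonist; values of inactives mirror those of a sister screen read the other way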
HTR5A inv ag = counter-screen for OPRM1-OPRD1 inverse agonists: human HTR5A inverse agonism; HTR5A cell line, luminescence; actives 0.083% (n = 340,000); inhibition, % at 9.3 µM; P47898; in the data active means inhibition mostly above about 23%, no sharp cut-off; inactive means mostly below about 18%;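 further: 0% = cells with DMSO and 100% = no-cell wells with DMSO; some compounds called inactive have numbers as strong as hits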
Target sequence (P47898 whole entry, looked up): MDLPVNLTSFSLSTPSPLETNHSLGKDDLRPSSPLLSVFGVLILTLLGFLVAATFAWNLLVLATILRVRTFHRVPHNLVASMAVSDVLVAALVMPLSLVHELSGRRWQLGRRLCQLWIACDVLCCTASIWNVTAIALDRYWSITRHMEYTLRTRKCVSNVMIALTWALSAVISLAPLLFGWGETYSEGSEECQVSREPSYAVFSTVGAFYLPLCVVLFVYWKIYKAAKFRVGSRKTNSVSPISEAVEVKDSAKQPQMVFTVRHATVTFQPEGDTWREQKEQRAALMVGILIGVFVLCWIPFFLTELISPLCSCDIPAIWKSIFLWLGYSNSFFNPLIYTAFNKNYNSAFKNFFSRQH
PKA-R2B act = activates the human PKA-R2B holoenzyme complex. PKA-R2B holoenzyme dissociation, Cy5-IP20 fluorescence polarization; R2B truncated from residue 108, S112A mutant; 0% DMSO only, 100% 113 µM cGMP. actives 0.079% (n = 340,000). P22694+P31323. activation, % at 11.4 µM;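 active means activation above a cutoff set at the mean over all compounds plus 3 SD, cut at about 18% in these data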;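 further: higher means more holoenzyme dissociation and a rise in polarization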
Target sequence (P31323 whole entry, looked up, other chains not shown, the tested form may be a part): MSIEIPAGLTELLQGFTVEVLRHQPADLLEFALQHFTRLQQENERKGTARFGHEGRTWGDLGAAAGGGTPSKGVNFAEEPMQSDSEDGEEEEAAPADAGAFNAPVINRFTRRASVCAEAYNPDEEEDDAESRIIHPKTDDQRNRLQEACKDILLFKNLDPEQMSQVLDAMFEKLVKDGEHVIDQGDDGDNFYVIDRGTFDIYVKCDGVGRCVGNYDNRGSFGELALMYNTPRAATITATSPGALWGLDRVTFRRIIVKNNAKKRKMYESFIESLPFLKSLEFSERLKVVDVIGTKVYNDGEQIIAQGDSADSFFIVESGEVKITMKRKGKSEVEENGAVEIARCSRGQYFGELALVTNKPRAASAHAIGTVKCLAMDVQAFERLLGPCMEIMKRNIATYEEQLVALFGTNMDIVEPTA
PfHsp90 set2 = growth inhibition of yeast expressing Plasmodium Hsp90. S. cerevisiae expressing PfHsp90, BacTiter-Glo ATP, 48 h; yeast lacking PDR1 and PDR3 efflux regulators. inhibition, % at 9.4 µM. actives 0.32% (n = 310,000);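 active means every replicate shows inhibition above about 80%, whatever the replicate mean, limit read from the data; inconclusive means mean inhibition reaches the set limit but some replicate falls short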;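 further: 0% = DMSO neutral controls and 100% = 20 µM radicicol positive controls; yeast relying on Plasmodium falciparum Hsp90 in place of its own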
Starred values were filed as active, the others as inactive; ? = inconclusive; nt = not tested or not shown.

SMILES	PKA-R1A act	MOR-DOR inv ag	SUMO Mot1 rescue	phage Ecoli inh	Tat transport	E coli growth	AddAB inh	MOR-DOR ag	HTR5A inv ag	PKA-R2B act	PfHsp90 set2
Cc1cc(Cl)ccc1OC(C)C(=O)NN=C1CCCCCC1 (stereo unspecified)	8	0	22	1.9	-10	-0.6	3.8	0.0	-5	-4	-5
CCc1ccc2nc(N(CCN(C)C)C(=O)c3ccc4ccccc4c3)sc2c1	-8	7	-14	nt	8	-0.7	-0.8	-1.2	-16	5	6
CC1CCN(c2ccccc2NC(=O)c2ccc(C#N)cc2F)CC1	nt	nt	4	3.1	-9	0.8	-0.7	nt	nt	nt	-21
Cc1ccc(NC(=O)CSCC(=O)O)c(C)c1	-3	16	175	2.8	9	1.0	1.0	-2.8	-3	-2	nt
CN(Cc1ccccc1)C(=O)CCn1c(=O)c2cccn2c2cccnc21	-9	26	-15	-1.3	-4	-0.9	2.6	-5.0	7	5	10
COCCN1C(=O)c2ccccc2C(C(=O)N2CCN(c3ccccn3)CC2)C1c1ccc(F)cc1 (stereo unspecified)	-4	1	nt	-1.4	5	nt	nt	-0.1	-10	0	-2
CCn1c(SCC(=O)c2ccccc2)nc2c(c1=O)SC(C)C2 (stereo unspecified)	-8	-11	-14	-1.2	13	0.6	0.9	1.9	-14	-12	-11
O=C(Cn1nnc(-c2ccc(Cl)cc2)n1)NC1CCN(Cc2ccccc2)CC1	0	-10	5	-0.5	0	-0.9	-1.6	2.1	-9	-10	-7
O=C(CSc1nnc(SCc2ccccc2Cl)s1)N/N=C/c1c[nH]c2ccccc12	-3	-30	24	3.8	3	-2.3	2.8	6.6	1	2	10
COCCCNC(=O)/C(C#N)=c1\s/c(=C\c2ccccc2OC(F)F)c(=O)n1CCCOC	-3	9	-4	2.0	-2	0.8	2.8	-1.7	5	-18	22
CN(C)CCCN(C(=O)c1ccc(S(=O)(=O)N2CCCCCC2)cc1)c1nc2c(F)cccc2s1	-6	-21	1	2.5	-1	-1.9	0.9	4.0	-20	-14	-16
COC(=O)C1NN=C(C(=O)c2ccc(Br)cc2)C1c1cccc(Br)c1 (stereo unspecified)	2	-9	47	3.4	2	-0.1	0.7	1.5	-1	-8	-38
OCCCc1nc2ccccc2[nH]1	5	11	3	3.3	-9	-1.5	-1.7	-2.1	10	4	-16
CCOC(=O)c1cnc2c(C)cccc2c1Nc1cccc(C(=O)O)c1	-9	-6	133	3.5	-7	-1.3	-0.2	1.2	10	3	14
Cc1ccc(CN2CCSc3ccc(C(=O)NCCCN4CCOCC4)cc32)cc1	-6	11	22	2.4	-5	-4.5	2.6	-2.2	17	1	-6
COCCOC(=O)C1=C(N)OC2=C(C(=O)CCC2)C1c1cccnc1 (stereo unspecified)	0	5	39	0.8	3	-0.8	2.9	-0.8	-12	3	20
COc1cccc2cc(C(=O)N(C)C3CCN(C)CC3)c(=O)oc12	-10	8	-14	-0.5	-3	-0.2	-0.9	-1.4	-20	4	-4
O=C(CSCC(=O)N1CCN(c2ccccc2)CC1)Nc1nc(-c2ccc(Cl)s2)cs1	-4	-19	-3	0.4	2	1.5	1.0	3.1	-5	-3	4
Cc1ccc(S(=O)(=O)NCc2n[nH]c(=S)n2C)cc1	-2	17	-15	0.5	-6	0.5	0.8	-2.8	13	1	nt
COc1ccc(/C=N/n2c(SC)nnc(C(C)(C)C)c2=O)cc1	2	-31	-3	1.7	1	3.2	-0.8	5.1	12	-7	3

2 consecutive compounds out of the list so far:
SMILES	PKA-R1A act	MOR-DOR inv ag	SUMO Mot1 rescue	phage Ecoli inh	Tat transport	E coli growth	AddAB inh	MOR-DOR ag	HTR5A inv ag	PKA-R2B act	PfHsp90 set2
CN(C)CCCN(C(=O)c1ccc(S(=O)(=O)N2CCCCCC2)cc1)c1nc2c(F)cccc2s1	-6	-21	1	2.5	-1	-1.9	0.9	4.0	-20	-14	-16
COC(=O)C1NN=C(C(=O)c2ccc(Br)cc2)C1c1cccc(Br)c1 (stereo unspecified)	2	-9	47	3.4	2	-0.1	0.7	1.5	-1	-8	-38

(listing goes on)
SMILES	PKA-R1A act	MOR-DOR inv ag	SUMO Mot1 rescue	phage Ecoli inh	Tat transport	E coli growth	AddAB inh	MOR-DOR ag	HTR5A inv ag	PKA-R2B act	PfHsp90 set2
O=C(Cc1ccccc1[N+](=O)[O-])NCC1(c2cccc3c2OCO3)OCCO1	-1	12	nt	1.6	9	nt	nt	-2.8	-2	-15	-30
O=C(O)CC(NC(=O)C(F)(F)F)c1ccc2c(c1)OCO2 (stereo unspecified)	-1	0	0	4.2	-18	-2.0	2.9	0.0	0	4	19
Cc1cccc(N2CCN(C(=O)c3ccnn3C)CC2)c1C	-2	16	-5	1.4	-9	3.0	2.9	-3.0	-7	-13	21
CCC(C)[C@H](NC(=O)[C@H](Cc1ccccc1)n1c(=O)[nH]c2ccccc2c1=O)C(=O)NCC1CCC(C(=O)O)CC1 (stereo partly specified)	1	17	7	1.1	0	2.0	3.4	-3.3	10	5	-19
NS(=O)(=O)c1ccc(N/N=C/c2ccccc2Br)cc1	-3	-13	0	1.7	-3	-1.3	3.7	2.4	14	-4	-3
CC(=O)c1ccc(NC(=O)C(Cc2ccccc2)n2cccc2)cc1 (stereo unspecified)	5	-35	-14	-0.9	8	1.7	1.8	6.5	-1	-2	-27
CCc1ccc(NC(=O)COc2cccc(-n3cnnn3)c2)cc1	5	-17	-5	-0.9	-2	2.1	1.1	2.0	-25	1	-100
CC(C(=O)Nc1ncc([N+](=O)[O-])s1)N1C(=O)c2ccccc2S1(=O)=O (stereo unspecified)	12	-1	77	3.8	6	2.8	3.4	0.1	5	5	16
COc1ccc(NC2CCCN(C(=O)c3cccc(N(C)C)c3)C2)cc1 (stereo unspecified)	3	12	nt	2.3	0	nt	nt	-2.4	2	3	9
Cc1ccc(N=Cc2cc(C)n(C3CCCC3)c2C)cc1	-12	3	29	-1.7	1	-0.8	4.6	-0.5	11	5	nt
CC(C)(C)NC(=O)CSc1nc(N)c(-c2ccccc2)c(=O)[nH]1	0	13	17	5.8	-1	-0.1	3.5	-2.5	0	1	13
O=C(Nc1ccc(F)cc1)c1cc(S(=O)(=O)N2CCCCC2)cs1	-3	-3	-1	1.8	0	-1.2	0.8	0.7	8	-5	-25
COc1cccc(OCc2cc(C(=O)N(C)Cc3nc4ccccc4[nH]3)no2)c1	1	-9	-4	4.3	0	1.5	4.7	1.7	-8	-7	-4
O=C(CN1C(=O)c2ccccc2C1=O)NCc1ccccn1	-4	9	13	1.9	-1	-1.4	0.4	-1.5	-2	-6	5
CC(C)CC(=O)Nc1ccc(-c2cn3cccnc3n2)cc1	-5	18	383	2.1	-7	-1.2	0.0	-3.0	-1	1	4
Nc1ncnc2c1CN(Cc1ccccc1)CC2	-7	19	nt	0.6	-3	nt	nt	-3.7	-5	0	nt
Cc1c(N2C(=O)/C(=C/c3ccccc3)SC2=S)c(=O)n(-c2ccccc2)n1C	2	6	-14	2.2	12	1.5	-2.4	-1.0	-8	2	-9
CCOC(=O)Cc1csc(NC(=O)CN(C)S(=O)(=O)c2ccc3c(c2)CCC(=O)N3)n1	-2	15	-13	4.8	-6	1.6	2.4	-2.9	-13	-4	11
Cc1cccc(NC(=O)CN2C(=O)CNC2=O)c1	1	0	10	2.6	-13	-0.3	-0.9	0.0	20	-7	4
COc1ccccc1CN1C(=O)c2ccncc2C1=O	3	8	nt	nt	2	-0.4	0.3	-1.5	-5	-1	nt
Cc1cc(C(=O)OCC(=O)N2CC(C)CC(C)C2)c(C)o1 (stereo unspecified)	-8	-3	-4	0.5	-1	-4.9	-1.4	0.5	5	0	26
O=C(/C=C/c1ccc(Cl)c([N+](=O)[O-])c1)c1ccc(O)cc1	-13	11	342	0.5	6	1.0	3.9	-2.2	25*	-10	13
Cc1cc2c(NCCc3ccccc3)ncnc2s1	-11	-3	0	1.3	3	-0.4	2.5	0.7	-24	4	-21
COCCN(C(=O)COC(=O)CCSc1ccc(F)cc1)c1c(N)n(Cc2ccccc2)c(=O)[nH]c1=O	2	0	66	0.5	-3	0.4	0.5	0.0	-28	2	-18
Cc1ccccc1N1CCN(C2CCCN(C(=O)c3ccnn3C)C2)CC1 (stereo unspecified)	-17	3	0	-0.9	-6	-1.9	-0.4	-0.6	3	-6	-9
CC(=O)N1c2ccc(S(=O)(=O)N3CCCC(C(=O)Nc4ccc(C)cc4C)C3)cc2CC1C (stereo unspecified)	6	-11	-14	2.5	0	0.1	-2.3	1.8	3	-6	13
O=C(CSc1cccc[n+]1[O-])Nc1cccc(S(=O)(=O)NC2=NCCCCC2)c1	4	12	2	2.8	-20	-0.6	-1.5	-2.3	-3	9	2
COc1cccc(NC(=O)c2ccncc2)c1	-13	12	12	4.0	-1	-0.3	2.8	-2.0	17	1	36
COc1cc(-c2cn(S(=O)(=O)c3cccc4nsnc34)nc2N)cc(OC)c1OC	-6	13	1	3.1	3	-4.5	-0.1	-2.4	13	3	4
O=C(NCCc1ccccc1)c1ccc(Br)o1	-6	13	4	0.5	-4	1.6	4.4	-2.3	-9	-6	5
CCCNC(=O)c1ccc(N2CCC3(CC2)CC(c2ccccc2)=NO3)c(NC(=O)c2cccc(C)c2)c1	5	10	-2	3.1	13	-1.5	1.9	-1.7	8	2	-5
COc1ccc(Cc2[nH]n3c(=O)c(Cl)c(C)nc3c2-c2ccccc2)cc1	7	17	-6	1.9	-4	-6.5	-0.3	-3.5	-4	-4	9
N/C(Cc1ccc(Cl)cc1)=N\OC(=O)c1ccc2ccccc2c1	9	-160	-11	-0.5	-2	1.9	-1.1	27*	-81	-15	5
O=C(O)/C=C/c1cccc(OCc2ccccc2)c1	-7	26	-12	3.1	6	1.6	2.5	-4.9	1	-20	-32
O=C(Nc1ccc(C(=O)N2CCCCC2)cc1)c1ccccc1Cl	-9	3	-8	0.2	-5	-0.6	3.9	-0.8	-2	1	15
CCOC(=O)c1c(NC(=O)C2CC=CCC2C(=O)O)sc(C)c1CC (stereo unspecified)	-4	6	11	0.8	4	0.6	0.6	-1.1	-18	-2	12
Nc1nc(=S)c2ncn(C3CCCC3)c2[nH]1	-7	12	319	0.6	-5	nt	nt	-2.4	3	2	6
COc1ccc(N=Cc2ccc(-c3ccccc3)o2)cc1	0	2	298	0.3	3	0.9	-0.5	-0.4	-44	3	2
CCN1CCN(c2nc3c(C)cccn3c(=O)c2/C=C(\C#N)C(=O)NC)CC1	-10	2	6	4.2	0	-1.5	-1.1	-0.4	3	-5	-13
COc1ccc(/C=C2\SC(=O)N(CCNC(=O)C3CC4C=CC3C4)C2=O)cc1 (stereo unspecified)	2	10	2	2.9	?	-0.4	-0.9	-2.1	15	-10	nt
CN(C(=O)c1cccc(NC(=O)C2CCN(C(=O)OC(C)(C)C)CC2)c1)C1CCC1	5	6	-12	3.6	2	-0.4	1.6	-1.0	-2	-2	62
Cc1c(C(=O)C(C)C)n(C)c2ccccc12	-9	2	765	0.5	-14	1.5	4.5	-0.4	-5	-9	22
O=C(CSc1nncn1-c1ccccc1)N1CCCC1	-10	18	-21	0.2	-3	0.4	2.9	-3.4	-4	5	7
